Source: PubChem
ERp5 inh: blocks human ERp5 reductase activity on insulin | 0.05% of 350,000 active | ERp5 insulin aggregation, absorbance 650 nm, 90 min | inhibition, % at 9.99 µM | Q15084 | AID 651711;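 active = mean replicate inhibition above about 25%, with every replicate also reaching it, limit read from the data, passing the limit was not always enough; inconclusive = only one of those two criteria met; inactive = neither criterion met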
esBAF inh: blocks esBAF chromatin remodeling in mouse ES cells; Bmi1-luciferase knock-in reporter, 24 h; 100% = twice the neutral-well signal; reporter increase, % at 12.5 µM; 2% of 350,000 active; AID 602393; in the data active = activation above about 40%; inconclusive = no clear call, values can overlap the other calls;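 note: 0% = median of the plate's neutral control wells and 100% = double that signal; a rise in the Bmi1 reporter signal indicates esBAF inhibition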
RAD52 inh: RAD52 (human) annealing inhibition. P43351. recombinant RAD52 DNA annealing, FRET fluorescence. inhibition, % at 18.7 µM. 0.46% of 360,000 active. AID 651710;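 active = every replicate showing at least 50% inhibition; inconclusive = mean inhibition at least 50% but not in every replicate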
E-sel inducer: E-selectin induction on HUVECs; AID 686992; activation, % at 7.58 µM; 0.37% of 260,000 active; P16581; HUVEC E-selectin immunofluorescence imaging; normalized: neutral wells 0, TNF-alpha wells 100;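 active = mean E-selectin-positive cell signal at least 10% of the positive control, reached in at least 60% of replicates, without over 20% cell loss; inconclusive = no rule given, readout overlaps actives, possibly toxicity-flagged; inactive = the rest, including those meeting only one limit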;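 note: in these data hits start at about 27%; measured in HUVEC primary endothelial cells; signal is the percent of cells scored E-selectin positive by PE staining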
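Test system: HUVEC | Signal: Immunofluorescence imaging | Read-out: Percent E-selectin-positive cells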
PglD inh: blocks C. jejuni PglD acetyltransferase activity; purified PglD enzyme, DTNB colorimetric CoA detection; inhibition, % at 12.5 µM; 0.098% of 360,000 active; AID 602405; in the data active = inhibition above about 16%, passing the limit was not always enough; inconclusive = no clear call, values can overlap the other calls; note: strong numbers were not always called active
CASP6 VEID inh: caspase-6 (human) enzyme inhibition | purified caspase-6, Z-VEID-R110 cleavage fluorescence | inhibition, % at 12.5 µM | 0.53% of 350,000 active;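 active = mean inhibition across replicates at least about 35%, with every replicate also reaching that limit, limit read from the data; inconclusive = only one of the two criteria met; inactive = neither criterion met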;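 note: 0% = median of neutral control wells and 100% = no fluorescence left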
Target sequence (P55212 24-179 limits assumed): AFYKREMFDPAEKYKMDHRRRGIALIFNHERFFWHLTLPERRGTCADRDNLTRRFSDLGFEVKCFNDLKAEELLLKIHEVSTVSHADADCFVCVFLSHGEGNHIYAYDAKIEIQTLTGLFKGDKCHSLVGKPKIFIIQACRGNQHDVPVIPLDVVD
Target sequence (P55212 194-293 limits assumed): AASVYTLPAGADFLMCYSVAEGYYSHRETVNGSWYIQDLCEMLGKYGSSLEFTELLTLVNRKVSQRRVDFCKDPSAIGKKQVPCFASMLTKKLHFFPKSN
RAD54 inh: inhibitors of human RAD54 branch migration. Q92698. RAD54 Holliday junction branch migration, FAM/BHQ fluorescence. inhibition, % at 10.4 µM. 0.14% of 360,000 active. AID 602329;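 active = mean normalized replicate activity at least 40 and at least half of replicates scoring 40 or more; inconclusive = only one of the two criteria met; inactive = mean below 40 and under half of replicates reaching 40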;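 note: 0% = median of neutral control wells and 100% = median of positive control wells; inhibitors cause a drop in the FAM fluorescence signal; in these data hits start at about 50%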
Target sequence (Q92698 whole entry, looked up): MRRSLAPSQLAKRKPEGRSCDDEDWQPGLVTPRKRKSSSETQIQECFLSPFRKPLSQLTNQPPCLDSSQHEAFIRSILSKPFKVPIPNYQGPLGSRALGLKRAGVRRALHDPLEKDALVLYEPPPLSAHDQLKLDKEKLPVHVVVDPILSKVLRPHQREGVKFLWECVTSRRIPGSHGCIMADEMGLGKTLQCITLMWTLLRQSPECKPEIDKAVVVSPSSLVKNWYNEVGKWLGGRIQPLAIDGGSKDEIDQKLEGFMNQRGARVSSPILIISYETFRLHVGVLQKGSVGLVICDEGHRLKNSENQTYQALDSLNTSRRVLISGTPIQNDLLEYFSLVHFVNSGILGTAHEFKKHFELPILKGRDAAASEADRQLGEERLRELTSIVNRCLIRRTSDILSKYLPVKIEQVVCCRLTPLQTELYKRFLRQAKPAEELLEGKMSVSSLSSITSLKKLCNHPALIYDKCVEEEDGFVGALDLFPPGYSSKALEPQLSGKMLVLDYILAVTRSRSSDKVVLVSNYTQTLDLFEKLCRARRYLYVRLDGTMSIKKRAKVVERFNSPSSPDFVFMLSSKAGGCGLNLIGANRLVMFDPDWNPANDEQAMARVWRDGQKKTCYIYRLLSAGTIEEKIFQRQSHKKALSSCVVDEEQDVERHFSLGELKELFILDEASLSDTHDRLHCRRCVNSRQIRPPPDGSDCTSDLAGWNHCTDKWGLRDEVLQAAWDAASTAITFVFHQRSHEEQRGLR
ARNT-TACC3 inh: disruptors of human ARNT/TACC3 interaction; Q9Y6A5; AlphaScreen His-ARNT PAS-B/GST-TACC3 binding, luminescence; TACC3 fragment carries E629A point mutation; inhibition, % at 9.99 µM; 0.66% of 390,000 active; AID 623870;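 active = mean inhibition of replicates at least 50% and at least half of replicates each reaching 50%; inconclusive = half or more replicates reach 50% but mean below 50%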;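 note: 0% = complete ARNT plus TACC3 wells and 100% = ARNT alone without TACC3; many hits fall short of the cut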
Numbers without * were called inactive; ? = inconclusive; . = no result given. Compounds were not picked by outcome. About 3.2% of those tested had a hit in this group.

SMILES	ERp5 inh	esBAF inh	RAD52 inh	E-sel inducer	PglD inh	CASP6 VEID inh	RAD54 inh	ARNT-TACC3 inh
Cc1noc(C)c1COc1ccc(C(=O)N2CCC(C)CC2)cc1	2	-1	-11	?	0	-3	4	-3
Cc1ccc(NC(=S)N2CCCCC2)cc1C	-2	14	-4	.	.	-5	.	5
COC(=O)c1ccc(C(=O)NC2CC(C)(C)Cc3c2cnn3-c2ccc(F)cc2)nc1 (centres undefined)	-1	-1	3	.	2	1	7	0
O=C(C[C@@H]1CC[C@H]2[C@@H](COC[C@H](O)CN2Cc2ccccc2)O1)NCc1ccccc1Cl	9	-3	-11	0.3	-2	2	-4	0
Cc1c(NC(=O)c2cc(=O)[nH]c3ccccc23)c(=O)n(-c2ccccc2)n1C	.	-12	.	.	3	.	-3	4
Cc1cc(-c2ccccc2)cc(=O)[nH]1	-13	.	-7	0.0	.	0	.	-9
C[C@H]1CN([C@@H](C)CO)C(=O)Cc2cc(NC(=O)CCCCCC(=O)Nc3ccccc3N)ccc2O[C@H]1CN(C)S(=O)(=O)c1ccccc1	-1	1	-18	0.0	-2	0	-1	8
CCOc1ccc(CCN2C(=O)C(=O)N([C@@H](Cc3ccccc3)CN3CCC[C@H]3CN3C(=O)C(=O)NC[C@@H]3Cc3ccccc3)C[C@@H]2Cc2ccccc2)cc1	-5	.	-11	0.1	.	-1	.	.
O=C(O)CC(CP(=O)(c1ccccc1)c1ccccc1)C(=O)O (centres undefined)	-6	-7	0	.	-1	-1	5	-5
C[C@@H]1CN([C@H](C)CO)C(=O)c2cccc(NC(=O)c3cnccn3)c2O[C@H]1CN(C)S(C)(=O)=O	21	-4	-19	0.4	-4	-2	-3	-5
Cc1noc(C)c1S(=O)(=O)N(C)C[C@@H]1OCCCC[C@@H](C)Oc2ccc(NC(=O)Nc3ccccc3)cc2C(=O)N([C@@H](C)CO)C[C@@H]1C	8	.	3	0.0	.	1	.	.
CNC[C@H]1Oc2cc(Br)ccc2S(=O)(=O)N([C@H](C)CO)C[C@@H]1C	1	10	-24	.	2	1	0	0
O=C(CCC(=O)Nc1ccccc1Cl)N/N=C/c1c[nH]c2ccccc12	-6	.	-8	.	0	-1	-2	1
CCn1ncc2c1C(=O)NC1c3ccccc3C(=O)N21 (centres undefined)	.	3	.	.	-7	.	-5	6
O=C(CN1c2cccc3cccc(c23)S1(=O)=O)Nc1c(F)c(F)c(F)c(F)c1F	3	-6	-6	2.5	-2	1	-3	11
O=C(c1cccc(Cl)c1)N1CCN(CCCc2ccccc2)CC1	4	8	-10	.	-1	-2	0	-1
CC(=O)N(C(C)=O)n1c(C)nc2sc3c(c2c1=O)CCCC3	3	.	-9	1.0	.	0	.	.
C[C@@H]1CN([C@H](C)CO)C(=O)c2cccc(NC(=O)c3cnccn3)c2O[C@H]1CN(C)C(=O)Nc1ccc2c(c1)OCO2	1	3	-14	0.0	3	1	4	2
CC1=C(C(=O)OCC2CCCO2)C(c2coc3ccc(Cl)cc3c2=O)C2=C(CCCC2=O)N1 (centres undefined)	3	2	-16	11	0	2	-2	11
O=C(Nc1cccc(S(=O)(=O)NC2=NCCC2)c1)c1cc(=O)[nH]c2ccccc12	5	4	-18	-0.1	2	1	10	-10
COCCCNC(=S)N1CCN(c2nc(C)nc3sc4c(c23)CCCC4)CC1	1	0	-16	0.0	-4	0	-5	-5
Cc1c(C(=O)Nc2ccc(F)cc2)oc2ccc(S(=O)(=O)N3CC(C)CC(C)C3)cc12 (centres undefined)	-1	5	-13	.	-3	1	-4	-4
CCNC(=O)C1(C)CCCN(C(=O)c2csc3ccccc23)C1 (centres undefined)	3	1	-16	0.0	2	.	-8	.
Cc1ccc(NC(=S)Nc2cccc3cnccc23)cc1	2	68*	-2	.	3	80*	-13	7
COc1cccc(-c2cc(C(=O)NCCN3CCOCC3)no2)c1	.	2	.	.	-3	.	7	-5
COc1ccc(OCCC(=O)Nc2nccs2)cc1	1	.	-7	.	.	-3	.	-2
O=C(OCC(=O)N1CCCC1)c1c(Cl)cccc1Cl	-1	28	21	0.7	-2	-1	2	-3
CCCNC(=O)Nc1ccc2c(c1)OC[C@@H](C)N(Cc1ccccc1)C[C@H](C)[C@@H](OC)CN(C)C2=O	3	7	20	0.9	2	-3	4	4
COc1ccc(-c2coc3c(C(=O)NCc4ccc(C(F)(F)F)cc4)cccc23)c(C)c1	12	0	-7	0.2	7	1	-7	.
CCc1ccc(NS(=O)(=O)c2ccc(OC)c3ncccc23)cc1	-3	-1	-12	.	1	-1	12	-4
C=CCNC(=O)c1c(O)c2cccc3c2n(c1=O)CCC3	-3	2	-14	5.3	-2	-1	3	-5
CCc1c(C)[nH]c2nc3ccccc3n2c1=O	.	0	.	-1.2	3	.	0	2
COc1ccc(Br)cc1C(=O)Nc1nnn(C)n1	.	0	.	.	7	.	-5	1
S=C(Nc1ccccc1)N1CCN(C(=S)c2ccccc2)CC1	-2	.	-29	.	.	2	.	8
CC1Cc2ccccc2N1C(=O)C1CCN(S(=O)(=O)Cc2ccccc2)CC1 (centres undefined)	.	0	.	.	-10	.	5	-6
COc1ccccc1S(=O)(=O)N[C@@H]1CC[C@H](CC(=O)N2CCOCC2)O[C@H]1CO	1	-9	-4	-0.6	2	1	2	.
CC(=O)OC1OCCOC1NC(=S)Nc1ccc(C)cc1 (centres undefined)	-39	-1	-6	2.3	-1	1	1	-2
Cc1noc(C)c1S(=O)(=O)Nc1ccc2c(c1)C(=O)N([C@@H](C)CO)C[C@H](C)[C@@H](CN(C)C(=O)Nc1ccccc1)OCCCC[C@@H](C)O2	8	-2	17	-0.1	9	0	-9	-2
CCc1nc(SCC(=O)NCCc2ccccc2)n[nH]1	.	-5	.	.	0	.	6	-5
CNC(=O)C[C@@H]1CC[C@H]2[C@@H](COc3ccc(NC(=O)c4ccc5c(c4)OCO5)cc3C(=O)N2C)O1	.	5	.	0.0	0	.	1	14
CCOC(=O)CSc1nc2sc(C(=O)O)c(C)c2c(=O)[nH]1	1	-1	-46	-0.8	2	3	-1	-7
CC1CCC(NC(=O)c2ccc(COc3ccccc3)o2)CC1 (centres undefined)	1	10	-2	-1.1	10	3	0	-11
CCc1nc(N2CCCCC2C)c2oc3ccccc3c2n1 (centres undefined)	.	0	.	.	-1	.	-3	-1
CCCC(=O)NC(Nc1ccc(S(=O)(=O)Nc2ncccn2)cc1)(C(=O)OCC)C(F)(F)F (centres undefined)	.	8	.	.	-9	.	9	-2
FC(F)(F)C(F)(F)c1nnc2ccc(-n3ccnc3)nn12	-1	0	-25	.	.	1	2	-5

An excerpt from the list above:
SMILES	ERp5 inh	esBAF inh	RAD52 inh	E-sel inducer	PglD inh	CASP6 VEID inh	RAD54 inh	ARNT-TACC3 inh
COc1ccccc1S(=O)(=O)N[C@@H]1CC[C@H](CC(=O)N2CCOCC2)O[C@H]1CO	1	-9	-4	-0.6	2	1	2	.
CC(=O)OC1OCCOC1NC(=S)Nc1ccc(C)cc1 (centres undefined)	-39	-1	-6	2.3	-1	1	1	-2

Compound profiles, as listed above. Order of values: ERp5 inh, esBAF inh, RAD52 inh, E-sel inducer, PglD inh, CASP6 VEID inh, RAD54 inh, ARNT-TACC3 inh
Record of CCCC(=O)NC(Nc1ccc(S(=O)(=O)Nc2ncccn2)cc1)(C(=O)OCC)C(F)(F)F (centres undefined) = ., 8, ., ., -9, ., 9, -2
Record of FC(F)(F)C(F)(F)c1nnc2ccc(-n3ccnc3)nn12 = -1, 0, -25, ., ., 1, 2, -5

Following part:
SMILES	ERp5 inh	esBAF inh	RAD52 inh	E-sel inducer	PglD inh	CASP6 VEID inh	RAD54 inh	ARNT-TACC3 inh
COc1cccc(NC(=O)CCS(=O)(=O)c2cc3c(cc2Cl)NC(=O)CO3)c1	1	-3	-14	-0.1	.	16	.	-3
CC1CCN(S(=O)(=O)c2ccc(NC(=O)CN3CCN(c4ccccc4)CC3)cc2)CC1	5	3	-14	.	-4	1	17	0
O=C(NC(c1ccc(Cl)cc1)c1c(O)ccc2ccccc12)c1ccccc1 (centres undefined)	.	-4	.	.	4	.	5	-9
CC(NCc1ccccc1Cl)C(=O)Nc1ccc(C#N)cc1 (centres undefined)	7	.	-21	0.0	.	-4	.	-2
CCCN1CCN(C(=O)C(NC(=O)c2ccco2)C(C)C)CC1 (centres undefined)	-3	-7	-3	.	0	0	5	29
CCOCCOCCC(C(=O)OCC)P(=O)(c1ccccc1)c1ccccc1 (centres undefined)	.	2	.	.	-4	.	-5	-12
CCN1C(=O)C(CC(=O)Nc2ccc(OC)cc2)N(CCc2ccc(OC)cc2)C1=S (centres undefined)	-1	.	-3	.	.	10	.	-1
Cc1ccc(C)c(NC(=O)c2cc(-c3ccccc3)nn2-c2ccccc2)c1	.	.	.	0.1	2	.	14	-1
Cc1noc(C)c1NC(=O)N(C)C[C@H]1Oc2ccc(NC(=O)NC3CCCCC3)cc2C(=O)N([C@H](C)CO)C[C@H]1C	-2	2	12	0.0	-1	1	4	-1
Cc1c(CCO)c(=O)n2c([nH]c3ccccc32)c1C#N	3	-6	-9	-0.3	9	2	17	4
CC12C(=O)N(c3nccs3)C(=O)C1(C)C1CCC2O1 (centres undefined)	3	-2	-11	0.1	-2	0	5	.
O=C(OCC(=O)N(Cc1ccccc1)Cc1ccccc1)c1ccccc1NCCO	-3	.	-16	.	.	5	.	-14
O=C(Nc1ccc(Cl)cc1)C1CCCCN1S(=O)(=O)c1ccccc1 (centres undefined)	0	15	-33	0.3	1	-3	1	-17
COC(=O)c1ccccc1NC(=O)N[C@@H](C)C(=O)OC	.	7	.	.	7	.	5	4
COc1ccc([N+](=O)[O-])cc1NCC(=O)Nc1cc(S(=O)(=O)N2CCCCC2)ccc1C	1	6	-26	1.6	2	0	-1	-3
O=C(Cc1ccsc1)NNC(=O)c1ccc(F)cc1	4	-2	-4	.	.	18	.	2
CCCc1c(C(=O)OCC)[nH]c2c1C(=O)CCC2	-2	-6	-9	-0.1	-1	3	-2	-34
S=C(NCC1CCCO1)N1CCN(Cc2ccccc2)CC1 (centres undefined)	7	.	5	-3.2	.	2	.	-23
CN(C)CC(=O)Nc1ccc2c(c1)[C@@H]1C[C@@H](CC(=O)N3CCOCC3)O[C@H](CO)[C@@H]1O2	.	-1	.	-0.2	-3	.	-20	-1
COCCNC(=O)CSc1nnc(-c2ccccc2)c(-c2ccccc2)n1	15	-1	-7	2.1	-4	-3	0	0
COc1ccc2c3c(n(C)c2c1)[C@H](CO)N(Cc1ccncc1)CC31CN(C(=O)C2CC2)C1	0	.	-11	-0.4	.	1	.	.
C[C@@H]1CCCCO[C@@H](CN(C)S(=O)(=O)c2cccs2)[C@H](C)CN([C@@H](C)CO)C(=O)c2cc(NS(=O)(=O)c3ccccc3)ccc2O1	-4	5	-35	.	7	2	-1	20
Cc1csc(=O)n1CC(=O)OCC(=O)c1ccc(Br)cc1	1	1	-11	0.1	4	1	-4	1
O=C(C[C@@H]1CC[C@H]2[C@@H](COC[C@@H](O)CN2CCC(F)(F)F)O1)N1CCC(Cc2ccccc2)CC1	-1	3	-6	0.0	0	0	0	-28
O=[N+]([O-])c1ccc(CN2CCCCCC2)cc1	3	-4	1	0.0	-4	-4	-10	-2
O=C(NC1CSCC1OC(=O)c1ccccc1)c1ccccc1 (centres undefined)	-2	2	-7	-0.6	-8	9	2	0
CCc1ccc(N2C(=O)CN(Cc3ccc(OC)c(OC)c3)C2=S)cc1	-4	.	-12	-1.5	-2	0	1	.
O=C(C[C@H]1C=C[C@@H](NC(=O)C2CCOCC2)[C@H](CO)O1)Nc1ccc(-c2ccccc2)cc1	7	-6	7	0.7	0	-3	4	0
